Imprint erasure: qHTS Assay for Compounds that Induce Erasure of Genomic Imprints; mouse ES Peg3-LacZ reporter, beta-gal luminescence, 40 h; 110,000 compounds, 0.02% hits; AID 1948, 2009; Potency, µM (series often up to 60.7 µM), inactives show at the top dose activity change, positive = activation, usual class: activators;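 note: 0% = negative control wells on the plate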
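Readout: BetaGlo luminescence (5 min, room temp) for LacZ from the normally silent maternal Peg3 allele in female Peg3LacZ-Neo ES cells. Cells 300/well, 40 h, 37C, 5% CO2. Data normalized per plate to negative controls.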
p53ts 39C tox: qHTS Screen for Compounds that Selectively Target Cancer Cells with p53 Mutations: Cytotoxicity of p53ts Cells at the Nonpermissive Temperature; AID 902, 2007; Potency, µM (highest dose often 46.1 µM), for inactives: top-dose activity change, negative = cell killing, most hits filed as cytotoxic; 130,000 compounds, 1.5% hits; H1299-p53A138V viability at 39C, ATP luminescence, 24 h; note: nearly all actives have a fitted effect of over 55% in size
p53ts 32C tox: qHTS Screen for Compounds that Selectively Target Cancer Cells with p53 Mutations: Cytotoxicity of p53ts Cells at the Permissive Temperature; H1299-p53A138V at 32C, ATP luminescence viability, 24 h; Potency, µM (doses to about 46.1 µM), inactives show top-dose activity change, negative = cytotoxicity, most hits filed as cytotoxic; 130,000 compounds, 0.93% hits;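 note: 0% = DMSO and -100% = full killing by reference compound; nearly all actives have a fitted effect of over 55% in size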
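Cells: H1299 p53ts (A138V), 600/well, pre-incubated 16–30 h at 37C. Cpd up to 46 uM, 24 h, 32C. Readout: ATPlite luminescence, 20 min RT. Normalization: DMSO vs tamoxifen 100 uM. AC50 by Hill equation.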
IkB signaling: IkB Signaling. 110,000 compounds, 0.04% hits. ABC-DLBCL IkBa-CBG/CBR dual luciferase ratio, 4 h; response scale: scaled: untreated 0%, proteasome inhibitor 100%. Potency, µM (top dose mostly 57.1 µM), without a hit: at the highest dose IkBa stabilization activation; active = well fitted curve in the direction sought with a large enough effect in the signal ratio, not every such curve was filed as active; inconclusive = small, poorly fitted or top-dose-only effect, or a change in a side signal; the % refers to the signal ratio;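 note: the direction sought is a rising ratio; 0% = basal untreated cells and 100% = reference inhibitor full response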
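In this assay, an IκBα–CBG68 fusion accumulates when IKK-driven degradation is blocked; native CBR normalizes for cell number. OCI-Ly3 cells were treated 4 h with compound and doxycycline, then green and red light read after Chroma-Glo addition.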
Active calls of the source: *; [ ] = remark or other dose. Unless noted, calls come from the whole dose curve; as a rule, active = well fitted curve in the direction sought with a large enough effect; inconclusive = small, poorly fitted or top-dose-only effect, or another doubt; inactive = no such curve, though single readings can be large; an effect the other way counts as inactive or inconclusive. Unless noted, % is set by controls: 0 for no effect and ±100 for the full control effect; potency is the fitted concentration of half-maximal effect.

Screening CCN(CC)C(=O)CSc1ccccc1N returned Imprint erasure -6%, p53ts 39C tox 1%, p53ts 32C tox 1% and IkB signaling 0.1%.
`O=C1CN(C(=O)OCc2ccccc2)c2ccccc2N1` gave Imprint erasure -20%, p53ts 39C tox -21%, p53ts 32C tox -15% and IkB signaling inconclusive.
Screening CCOC(=O)c1cnn(-c2ccc(OC)cc2)c1C1CCN(C(=O)OC(C)(C)C)CC1 returned Imprint erasure -6%[10.9 µM], p53ts 39C tox 4%, p53ts 32C tox 7% and IkB signaling 3.1%.
Screening Cc1oc(-c2ccccc2Cl)nc1CS(=O)CC(=O)NCc1ccccc1Cl (configuration not stated) returned Imprint erasure -4%[10.9 µM], p53ts 39C tox -12%, p53ts 32C tox 8% and IkB signaling inconclusive.
Screening O=C(Nc1ccc2ccccc2c1)[C@@H]1C[C@H]1[C@@H](NP(=O)(c1ccccc1)c1ccccc1)c1ccccc1 returned Imprint erasure -8%, p53ts 39C tox -9% and p53ts 32C tox 26%.
`CCC(=O)Oc1ccc2c(C)cc(=O)oc2c1C` gave Imprint erasure 22%, p53ts 39C tox 12%, p53ts 32C tox 10% and IkB signaling -1.2%.
`C[C@H]1C[C@H]2[C@H]3CCC4=CC(=O)C=C[C@@]4(C)[C@]3(F)[C@H](O)C[C@]2(C)[C@@]1(O)C(=O)COP(=O)(O)O` gave Imprint erasure -1%[10.9 µM], p53ts 39C tox 3%[9.22 µM], p53ts 32C tox 1%[9.22 µM] and IkB signaling 7.2%[11.4 µM].
Screening CCOc1cc(CNCCSc2nnnn2-c2ccccc2)cc(Cl)c1OC returned Imprint erasure -21%[10.9 µM], p53ts 39C tox inconclusive, p53ts 32C tox -13% and IkB signaling -0.3%.
COc1ccc(Cl)cc1NC(=O)Cn1cnc2c1c(=O)n(C)c(=O)n2C was read as Imprint erasure -12%[10.9 µM], p53ts 39C tox 4%, p53ts 32C tox 24% and IkB signaling -0.2%.
`O=C(CCn1cccc1)NCc1ccc2c(c1)OCO2` gave p53ts 39C tox 0% and p53ts 32C tox 8%.
For CN1CCN(C(=O)c2cc(-c3cccc(Cl)c3)on2)CC1 the results were Imprint erasure -28%, p53ts 39C tox -13%, p53ts 32C tox -12% and IkB signaling inconclusive.
Screening COc1ccccc1NC1=C(C)C(=O)CC1 returned Imprint erasure -10%, p53ts 39C tox -12%, p53ts 32C tox -5% and IkB signaling inconclusive.
Screening COc1ccccc1C(=O)Oc1c(Sc2ccccc2)c(C)nn1-c1ccccc1 returned Imprint erasure -6%[10.9 µM], p53ts 39C tox -22%, p53ts 32C tox 16µM* and IkB signaling inconclusive.
CCCCNC(=O)C(CC)Sc1nnc(-c2cccc(F)c2)c(-c2cccc(F)c2)n1 (configuration not stated) was read as Imprint erasure -10%[10.9 µM], p53ts 39C tox 18%, p53ts 32C tox 23% and IkB signaling inconclusive.
CCc1nnc(NC(=O)CSc2nnc(-c3ccccc3O)n2-c2ccc(C)cc2)s1 was read as Imprint erasure -11%, p53ts 39C tox 2%, p53ts 32C tox 4% and IkB signaling 4.5%.
For Cn1c(=O)oc2cc(S(=O)(=O)N3CCC(C(=O)NCc4ccccc4)CC3)ccc21 the results were Imprint erasure -5%[10.9 µM], p53ts 39C tox 24%, p53ts 32C tox 2% and IkB signaling 4.1%.
Screening c1ccc(N2CCN(c3c4c(nc5ncnn35)CCC4)CC2)cc1 returned p53ts 39C tox 6%, p53ts 32C tox 0% and IkB signaling 8.0%.
`Cc1cccc(CC(=O)NCCc2csc(-c3ccc(C(F)(F)F)cc3)n2)c1` gave Imprint erasure inconclusive, p53ts 39C tox inconclusive, p53ts 32C tox 15% and IkB signaling inconclusive.
Screening Cc1ccc(N(C(C)C(=O)O)S(=O)(=O)c2c(C)n[nH]c2C)cc1 (configuration not stated) returned Imprint erasure -7%, p53ts 39C tox -6%, p53ts 32C tox -18% and IkB signaling -0.6%.
Screening CCC(=O)Nc1ccc(CC)cc1-c1nc2ccccc2n(Cc2ccccc2)c1=O returned Imprint erasure -7%[10.9 µM], p53ts 39C tox -2%, p53ts 32C tox 2% and IkB signaling -0.2%.
CN(CCc1ccccn1)C(=O)CN(C)S(=O)(=O)c1ccc2c(c1)c(=O)n(C)c(=O)n2C was read as Imprint erasure 0%, p53ts 39C tox 0%, p53ts 32C tox 5% and IkB signaling -0.9%.
For c1ccc(Cn2c(SCCN3CCOCC3)nnc2-c2cccnc2)cc1 the results were Imprint erasure -7%, p53ts 39C tox -3%, p53ts 32C tox -1% and IkB signaling -0.6%.
`CC(C)[C@H](NC(=O)OC(C)(C)C)c1nnc(SCc2cccc(F)c2)o1` gave Imprint erasure -17%, p53ts 39C tox 0%, p53ts 32C tox 10% and IkB signaling 3.5%.
Screening O=C(O)c1cc(=O)[nH]c(=O)[nH]1 returned Imprint erasure -11%, p53ts 39C tox 13%, p53ts 32C tox 0%[1.84 µM] and IkB signaling -0.3%.
`COC(=O)c1ccc2c(=O)sc(N3CCC(C(N)=O)CC3)nc2c1` gave Imprint erasure inconclusive, p53ts 39C tox -8%, p53ts 32C tox -2% and IkB signaling -0.7%.
COc1ccccc1N1C(=O)c2ccccc2NC1c1ccncc1 (configuration not stated) was read as Imprint erasure 2%, p53ts 39C tox -4%, p53ts 32C tox 18% and IkB signaling 0.5%.
c1ccc(CNc2ncnc3ccc(-c4ccc5c(c4)OCO5)cc23)cc1 was read as Imprint erasure -14%, p53ts 39C tox -6%, p53ts 32C tox -11% and IkB signaling -1.4%[11.4 µM].
O=C(NCc1ccc(Cl)cc1)C1CCCN(c2nc3ccccc3n3cccc23)C1 (configuration not stated) was read as Imprint erasure 28%[10.9 µM], p53ts 39C tox inconclusive, p53ts 32C tox -10% and IkB signaling inconclusive.
Screening Cc1csc2nc(COc3ccccc3NC(=O)c3ccc(C(C)(C)C)cc3)cc(=O)n12 returned Imprint erasure -11%[10.9 µM], p53ts 39C tox 8%, p53ts 32C tox -14% and IkB signaling inconclusive.
`COc1ccc(Cc2nnc(-c3cccc(C)c3)o2)cc1OC` gave Imprint erasure -11%, p53ts 39C tox inconclusive, p53ts 32C tox -12% and IkB signaling -1.5%.

A stretch taken from the entries so far:
`COC(=O)c1ccc2c(=O)sc(N3CCC(C(N)=O)CC3)nc2c1` gave Imprint erasure inconclusive, p53ts 39C tox -8%, p53ts 32C tox -2% and IkB signaling -0.7%.
COc1ccccc1N1C(=O)c2ccccc2NC1c1ccncc1 (configuration not stated) was read as Imprint erasure 2%, p53ts 39C tox -4%, p53ts 32C tox 18% and IkB signaling 0.5%.
c1ccc(CNc2ncnc3ccc(-c4ccc5c(c4)OCO5)cc23)cc1 was read as Imprint erasure -14%, p53ts 39C tox -6%, p53ts 32C tox -11% and IkB signaling -1.4%[11.4 µM].

(list continues)
Cc1ccc2c(c1)cc(CN(Cc1ccc3c(c1)OCO3)S(=O)(=O)c1ccccc1)c1nnnn12 was read as Imprint erasure 0%, p53ts 39C tox 0%, p53ts 32C tox -3% and IkB signaling 0.3%.
For Cc1csc(NC(=O)Cn2cnnn2)n1 the results were Imprint erasure -6%, p53ts 39C tox 10%, p53ts 32C tox 8% and IkB signaling 1.1%.
Screening CCC(C)NC(=O)CSc1nc2cc3c(cc2c(=O)n1CCCCCC(=O)NCc1ccc2c(c1)OCO2)OCO3 (configuration not stated) returned Imprint erasure -8%[10.9 µM], p53ts 39C tox -22%, p53ts 32C tox -6% and IkB signaling 1.4%.
For NC(=O)c1nnn(Cc2cc(Cl)c(C(=O)c3ccc(Cl)cc3)c(Cl)c2)c1N the results were Imprint erasure -4%[10.9 µM], p53ts 39C tox 3%[9.22 µM], p53ts 32C tox -4%[9.22 µM] and IkB signaling 12%[11.4 µM].
For Cc1ccc(C)c2sc(NC(=O)c3ccc(S(=O)(=O)N4CCCC4)cc3)nc12 the results were Imprint erasure -5%[10.9 µM], p53ts 39C tox -11%, p53ts 32C tox 0% and IkB signaling inconclusive.
For CCc1ccccc1NC(=O)c1cc2nc(-c3ccc(OC)c(OC)c3)cc(C(F)(F)F)n2n1 the results were Imprint erasure -4%[10.9 µM], p53ts 39C tox 29%, p53ts 32C tox -4% and IkB signaling -3.3%.
For CC(=O)NC(C)c1nc2ccccc2n1Cc1ccccc1F (configuration not stated) the results were Imprint erasure -11%, p53ts 39C tox -7%, p53ts 32C tox -3% and IkB signaling 0.9%.
For Cc1ccc(Cl)cc1NC(=O)Cn1c(=O)n(CCC(=O)NCc2ccc3c(c2)OCO3)c(=O)c2sccc21 the results were Imprint erasure 8%[10.9 µM], p53ts 39C tox -22%, p53ts 32C tox -3% and IkB signaling 4.1%.
Screening COc1ccccc1CNC(=O)c1ccc2c(c1)CCN2S(=O)(=O)c1ccc(Cl)cc1 returned Imprint erasure -13%[10.9 µM], p53ts 39C tox 6%, p53ts 32C tox 11% and IkB signaling inconclusive.
For Cc1cc(C)cc(NC(=O)C(=O)NCC(c2cccnc2)N2CCN(c3ccccc3)CC2)c1 (configuration not stated) the results were Imprint erasure -13%[10.9 µM], p53ts 39C tox -13%, p53ts 32C tox -10% and IkB signaling inconclusive.
COC(=O)c1cccc(NC(=O)CSc2nnc(COc3ccccc3)n2C)c1 was read as Imprint erasure -1%, p53ts 39C tox -11%, p53ts 32C tox 4% and IkB signaling 1.0%.
For CC(C)NC(=O)c1ccc2c(c1)N(CC(=O)N1CCOCC1)C(=O)C(C)(C)O2 the results were Imprint erasure -4%, p53ts 39C tox -3%, p53ts 32C tox 3% and IkB signaling -0.2%.
Screening CC1=C(C(=O)N2CCCCC2)C(c2cccc(Cl)c2)n2c(nc3ccccc32)N1 (configuration not stated) returned Imprint erasure inconclusive, p53ts 39C tox 10%, p53ts 32C tox 20% and IkB signaling inconclusive.
O=C(CCCC(=O)N(CC(=O)NC1CCCCC1)CC1CCCO1)Nc1ccccn1 (configuration not stated) was read as Imprint erasure -2%, p53ts 39C tox 12%, p53ts 32C tox 5% and IkB signaling -4.1%.
Screening O=C(N1CCN(c2ccccn2)CC1)N1c2ccccc2Sc2ccccc21 returned Imprint erasure -23%, p53ts 39C tox 25%, p53ts 32C tox -9% and IkB signaling -2.4%.

Compounds listed so far that contain two or more sulfur atoms (2):
CCc1nnc(NC(=O)CSc2nnc(-c3ccccc3O)n2-c2ccc(C)cc2)s1 was read as Imprint erasure -11%, p53ts 39C tox 2%, p53ts 32C tox 4% and IkB signaling 4.5%.
For Cc1ccc(C)c2sc(NC(=O)c3ccc(S(=O)(=O)N4CCCC4)cc3)nc12 the results were Imprint erasure -5%[10.9 µM], p53ts 39C tox -11%, p53ts 32C tox 0% and IkB signaling inconclusive.

Continued.
Screening COc1cc(C)c(Cl)cc1S(=O)(=O)NCCc1c(C)[nH]c2ccccc12 returned Imprint erasure -13%[10.9 µM], p53ts 39C tox -26%, p53ts 32C tox 2% and IkB signaling inconclusive.
For CCCCC(=O)Nc1nn(C)c2nc3c(C)cccc3cc12 the results were Imprint erasure -9%, p53ts 39C tox 2%, p53ts 32C tox 3% and IkB signaling -0.6%.
For COc1ccc(NC(=O)c2cnc(SCC(=O)Nc3nc4ccc(C)cc4s3)n(C)c2=O)cc1 the results were Imprint erasure -18%[10.9 µM], p53ts 39C tox -26%, p53ts 32C tox -2% and IkB signaling inconclusive.
For O=Cc1cn(CC(=O)NCC2CCCO2)c2ccccc12 (configuration not stated) the results were p53ts 39C tox 0% and p53ts 32C tox 8%.
Screening CC1=NOC2(C1)/C(=N/O)CCC/C2=N\O (configuration not stated) returned Imprint erasure 0%, p53ts 39C tox 1%, p53ts 32C tox 12% and IkB signaling 2.9%.
Screening CCN1CCCC1CNC(=O)c1cc2c(C)nc3ccccc3c2o1 (configuration not stated) returned Imprint erasure 1%, p53ts 39C tox 7%, p53ts 32C tox 3% and IkB signaling 1.1%.
`CCC(=O)Nc1nnc(S(=O)(=O)N2CCCCCC2)s1` gave Imprint erasure 11%[10.9 µM], p53ts 39C tox -5%, p53ts 32C tox 11% and IkB signaling -1.4%.

High-throughput results from PubChem.
